Screens from PubChem.
GlmU inhibition = inhibition of mycobacterial GlmU enzyme – biochemical, glucosamine-1-phosphate acetyltransferase (AID 1376) | M. tuberculosis GlmU acetyltransferase enzyme assay; higher % means a stronger effect | Bifunctional protein GlmU (Mycobacterium tuberculosis (strain ATCC 25618 / H37Rv)) | inhibition, %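 (tested at 30 µM in the primary screen)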; hits with a dose series show IC50 in µM | actives 0.25% (n = 220,000); in the data active means inhibition above about 13%;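 further: 0% = complete reaction with vehicle and 100% = reaction without substrate; strong numbers were not always called active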
RmlCD inh 1536 = M. tuberculosis RmlC/RmlD coupled enzyme inhibitors, primary screen, biochemical, compound mixtures, 384-well, from 1536-well plates | actives 0.03% (n = 160,000) | RmlC+RmlD coupled enzyme assay, percent inhibition; primary screen in compound mixtures | AID 1533, 2009 | inhibition, % at 3.6 µM; in the data active means inhibition mostly above about 34%, no sharp cut-off; further: some results filed as inactive read as strong as hits
Target sequence (P9WH09 whole entry, looked up): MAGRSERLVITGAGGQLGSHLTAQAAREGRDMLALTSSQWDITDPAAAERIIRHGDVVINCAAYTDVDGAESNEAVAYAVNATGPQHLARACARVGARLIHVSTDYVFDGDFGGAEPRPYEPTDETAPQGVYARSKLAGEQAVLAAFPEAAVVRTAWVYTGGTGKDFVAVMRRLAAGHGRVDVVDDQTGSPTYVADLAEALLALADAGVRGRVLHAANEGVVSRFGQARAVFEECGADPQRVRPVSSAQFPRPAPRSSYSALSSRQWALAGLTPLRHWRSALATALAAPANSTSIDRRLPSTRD
Target sequence (P9WH11 whole entry, looked up): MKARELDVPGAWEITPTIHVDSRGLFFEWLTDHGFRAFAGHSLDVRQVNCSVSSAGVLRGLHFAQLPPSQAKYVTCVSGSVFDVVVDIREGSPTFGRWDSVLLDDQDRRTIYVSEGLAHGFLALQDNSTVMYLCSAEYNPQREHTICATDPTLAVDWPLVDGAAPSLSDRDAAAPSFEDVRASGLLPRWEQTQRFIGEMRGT
* = called active by the depositor; · = not tested or not shown. Not all compounds are listed; the hit share may differ from the screen's.

SMILES	GlmU inhibition	RmlCD inh 1536
Cc1ccc2cc(CN(C(=O)c3ccco3)c3cccc(C)c3C)c(=O)[nH]c2c1	-8.4%	8
ONC(=Nc1ccc(Cl)cc1)c1ccc(Cl)cc1	3.8%	-3
COC(=O)C1=C(C(=O)OC)SC(=C2C(=S)C(C)(C)N(C(=O)C3CC3)c3ccccc32)S1	-5.1%	·
O=C(Nc1cccc(C(=O)N2CCOCC2)c1)c1ccccc1	1.1%	·
CCCN1CCC(=O)N([C@H](CSc2ccc(C)cc2)Cc2ccccc2)CC1	0.5%	-6
COC(=O)c1sccc1NC(=S)N1CCCCC1C (stereo unspecified)	-0.2%	8
O=C(Cn1nnc(-c2ccccc2)n1)Nc1ccccc1N1CCOCC1	-4.8%	2
CCC(=O)c1ccc(OCc2ccc(C(=O)OC)cc2)c(OC)c1	2.1%	5
COC(=O)CC1=NN(c2nc(C)cc(C)n2)C(=O)C1	7.0%	6
CCCCn1nnnc1SCC(=O)Nc1ccc2c(c1)OCO2	5.1%	5
CC1=NN(C(=O)Cc2ccc([N+](=O)[O-])cc2)C(O)(C(F)(F)C(F)(F)F)C1 (stereo unspecified)	-5.6%	10
CC(Oc1ccc([N+](=O)[O-])cc1Cl)C(=O)Nc1ccc(C(N)=O)cc1 (stereo unspecified)	2.0%	-7
Clc1ccc2c(N/N=C/c3cccnc3)ccnc2c1	-2.2%	38
O=C(Nc1cc(Cl)ccc1Cl)N1CCCC1	2.4%	·
O=C(NNC(=O)C1CCN(S(=O)(=O)c2ccc(Cl)cc2)CC1)c1ccc(S(=O)(=O)N2CCCCC2)cc1	5.0%	10
Nc1cc(C(=O)OCC(=O)NCC2CCCO2)ccc1Cl (stereo unspecified)	1.2%	·
Cc1cccc(N(C)C(=O)COc2cc(=O)n(C)c3ccccc23)c1	-0.6%	0
CN(C)CCCOC(=O)c1ccc(Cl)cc1	2.2%	·
CC(OC(=O)C(NC(=O)c1ccco1)C(C)C)C(=O)Nc1ncc(Cl)cc1Cl (stereo unspecified)	8.1%	·
C/C(N)=C(/C#N)C(=O)COC(=O)CSc1ccc2ccccc2c1	2.2%	11
CCOc1ccc(C(=O)N2CCN(c3cnn(-c4ccccc4)c(=O)c3Cl)CC2)cc1	1.6%	·
Cc1cc(/C=C2\Sc3ccccc3N2C)cc(C)[n+]1CC1CCCO1 (stereo unspecified)	4.4%	3
CC1CCC(C(C)C)C(OCC(O)CNC(C)C)C1 (stereo unspecified)	2.5%	-5
C=Cn1ccnc1P(=S)(c1nccn1C=C)c1nccn1C=C	-6.8%	-9
N#Cc1c(-c2cccc(Cl)c2)[nH]c(=S)[nH]c1=O	5.2%	15
CC(=O)Oc1ccc2c(c1)O/C(=C\c1ccncc1)C2=O	8.5%	·
CCOC(=O)C1=C(C)OC(N)=C(C#N)C1c1ccc(C)s1 (stereo unspecified)	-4.6%	5
Cc1cccc(N2CCN(C(=O)C3CCN(S(=O)(=O)N4CCOCC4)CC3)CC2C)c1 (stereo unspecified)	-0.7%	4
CCOC(=O)c1ccc(NC(=O)CN2C(=O)C(C)SC(C)C2=O)cc1 (stereo unspecified)	0.5%	10
COc1ccc(S(=O)(=O)NCc2ccccc2Cl)cc1OC	-4.3%	3
CCOC(=O)COc1c(C=O)cc(Br)cc1OC	1.8%	-6
CSc1ccc(C(=S)N2CCN(C)CC2)cc1	-2.0%	·
O=C(Cc1cccs1)Nc1ccc(-c2nnn(CC(=O)N3CCOCC3)n2)cc1	5.2%	·
CCOC(=O)C1CCN(C(=O)Cc2ccc(OC)c(OC)c2)CC1	-1.8%	-10
Cc1ccc(S(=O)(=O)N2CCC(=O)N(CCOC(=O)Nc3ccc(F)cc3)CC2)cc1	2.2%	·
Cc1ccc(CN(C(=O)c2c(F)cccc2F)C2CC(C)(C)NC(C)(C)C2)o1	2.1%	7

Record cards, from the list above:
C/C(N)=C(/C#N)C(=O)COC(=O)CSc1ccc2ccccc2c1 is listed with GlmU inhibition: 2.2%; RmlCD inh 1536: 11
Cc1ccc(CN(C(=O)c2c(F)cccc2F)C2CC(C)(C)NC(C)(C)C2)o1 is listed with GlmU inhibition: 2.1%; RmlCD inh 1536: 7

The main list resumes, starting two compounds before the break.
SMILES	GlmU inhibition	RmlCD inh 1536
Cc1ccc(S(=O)(=O)N2CCC(=O)N(CCOC(=O)Nc3ccc(F)cc3)CC2)cc1	2.2%	·
Cc1ccc(CN(C(=O)c2c(F)cccc2F)C2CC(C)(C)NC(C)(C)C2)o1	2.1%	7
Cc1cc(Cl)c(S(=O)(=O)NCc2cccnc2)cc1OCC(=O)NC1CCCCC1	7.0%	6
Cc1nn(-c2ccccc2)c(C)c1P(=O)(c1ccccc1)N(C)C (stereo unspecified)	3.8%	8
COc1cccc(-n2c(Cc3cc(=O)[nH]c(=O)[nH]3)nnc2SCC(=O)N2CCC(C)CC2)c1	·	4
Cc1ncc(CC(=O)n2cc(C(=O)c3cc(Cl)ccc3O)cn2)s1	1.6%	·
COc1ccc(C2c3c(-c4ccccc4)n[nH]c3C(=O)N2c2ccc(C(=O)O)cc2)cc1 (stereo unspecified)	4.2%	7
CCCC(O)(CCN1CCOCC1)c1ccc(Cl)cc1 (stereo unspecified)	-4.8%	·
Cc1cc(N2C(=O)CCC2=O)n(-c2ccccc2)n1	-0.8%	0
O=[N+]([O-])c1ccc(N2CCNCC2)cc1NCc1ccco1	-3.9%	12
C=CCOC(=O)C1=C[C@H](c2csc3ccccc23)C[C@H](OCCCCO)O1	-0.1%	·
O=P(C(c1c[nH]c2ccccc12)N1CCOCC1)(N1CCOCC1)N1CCOCC1 (stereo unspecified)	-4.1%	7
CCOc1cc(/C=N/NC(=O)CCCC(=O)NC2CCCCC2)ccc1O	3.3%	-5
COc1cccc(/C(C)=N/NC(=O)Cc2c(C)[nH][nH]c2=O)c1	6.6%	·

Six consecutive entries from above:
SMILES	GlmU inhibition	RmlCD inh 1536
Cc1cc(N2C(=O)CCC2=O)n(-c2ccccc2)n1	-0.8%	0
O=[N+]([O-])c1ccc(N2CCNCC2)cc1NCc1ccco1	-3.9%	12
C=CCOC(=O)C1=C[C@H](c2csc3ccccc23)C[C@H](OCCCCO)O1	-0.1%	·
O=P(C(c1c[nH]c2ccccc12)N1CCOCC1)(N1CCOCC1)N1CCOCC1 (stereo unspecified)	-4.1%	7
CCOc1cc(/C=N/NC(=O)CCCC(=O)NC2CCCCC2)ccc1O	3.3%	-5
COc1cccc(/C(C)=N/NC(=O)Cc2c(C)[nH][nH]c2=O)c1	6.6%	·

Following part.
SMILES	GlmU inhibition	RmlCD inh 1536
Cc1ccc(NC2SC(=O)N(Cc3cccc(C(=O)O)c3)C2=O)c(C)c1 (stereo unspecified)	5.5%	-6
COCCNC(=O)CN(C(=O)Cn1nnc2ccccc21)c1ccc(C)c(F)c1	4.4%	·
O=C(C1CCN(c2ccc(N3CCOCC3)nn2)CC1)N1CCN(c2ccc(F)cc2)CC1	-3.7%	4
Cc1cc(C(=O)OCC(=O)Nc2c(F)cccc2F)c(C)n1-c1ccccc1	1.6%	8
Cc1cc(C(=O)NCc2cc(F)cc3c2OCOC3)nn1C	4.2%	9
CC(C)c1ccccc1OCCCCCNCCO	-2.8%	-9
O=C(NCCCn1ccnc1)/C(=C/c1cccnc1)NC(=O)c1ccco1	-2.0%	9
CCc1ccccc1OCc1nnc(N)s1	1.6%	·
Cc1cc(N)n(-c2ccccn2)n1	-2.5%	-3
COc1ccc(NS(=O)(=O)c2ccc(N3CCOCC3)c(NC(=O)c3ccccc3Cl)c2)cc1	-0.6%	1
CCCSc1nc2cc(C)c(C)cc2n1CC(C)O (stereo unspecified)	-2.3%	3
CCNC(=S)Nc1sc2c(c1C#N)CCC(C)C2 (stereo unspecified)	6.3%	-12
O=C(/C=C/c1ccc(O)cc1)c1c(O)cc(O)cc1O	-0.4%	·
CCOc1cc(S(=O)(=O)N2CCC(c3nc4ccccc4s3)CC2)c(OCC)cc1S(=O)(=O)N1CCCCC1	2.6%	4
Cc1ccc(CSCCNC(=O)CN(c2ccccc2)S(C)(=O)=O)cc1	-1.1%	-5
Cc1nn(-c2ccc(Cl)c(Cl)c2Cl)c(=O)c2ccccc12	0.9%	·
CC(=O)N1N=C2c3ccccc3CCC2C1c1ccc(F)cc1 (stereo unspecified)	-4.5%	-32
CC(C)Cn1c2c(c(=O)[nH]c1=O)C(C(F)(F)F)(C(F)(F)F)N=C(CCC1CCCCC1)N2	1.0%	5
CCC12CN3CCN(CC(C3)/C1=N\NC(=O)c1ccc(C(C)(C)C)cc1)C2	-0.1%	·
CCOC(=O)N1CCN(C(=O)c2ccc(Cl)c(S(=O)(=O)Nc3ccccc3)c2)CC1	1.9%	9
Cc1sc2nc(CN(C(=O)NC3CCCCC3)C3CCCC3)[nH]c(=O)c2c1C	1.1%	·
CCOC(=O)Cn1c(=O)oc2cc(S(=O)(=O)NCCC(C)C)ccc21	-1.8%	13
CCOC(=O)C1CCN(C(=O)c2cc3cc4cc(OC)ccc4nc3o2)CC1	4.0%	7
COc1cc2c(cc1NC(=O)C(C)Sc1cccc[n+]1[O-])oc1ccccc12 (stereo unspecified)	0.9%	-10
COc1nn(CC(=O)N2N=C(C)CC2(O)C(F)(F)F)cc1[N+](=O)[O-] (stereo unspecified)	-0.2%	·
O=C(Oc1ccc(C(=S)N2CCCCC2)cc1)c1ccccc1	-2.7%	13
O=[N+]([O-])c1ccc(Sc2n[nH]c(-c3ccccc3)n2)nc1	3.2%	-5
CCOC(=O)C(=Cc1ccc(OCc2ccc([N+](=O)[O-])cc2)c(OC)c1)C(=O)OCC	0.7%	0
CN(CCOC(=O)c1cccc(F)c1)Cc1ccccc1	1.0%	·
COc1ccc(-c2cc3ccc(OCc4nn[nH]n4)cc3oc2=O)cc1	2.5%	-6
CNC(=O)COC(=O)c1ccc(OCC(=O)Nc2ccccc2OC)c(OC)c1	-5.1%	6
Cn1nc(C(F)(F)F)c(/C=N/OC(=O)c2ccccc2Cl)c1SCc1ccccc1Cl	-3.7%	-5
CCOC(=O)c1ccc(-c2ccc(/C=N/NC(=O)c3cncc(Br)c3)o2)cc1	2.2%	-12
Cc1cc(C)nc(NS(=O)(=O)c2ccc(N3C(=O)c4ccccc4C3=O)cc2)n1	-5.2%	8
O=C(c1ccc(Cl)cc1)c1c[nH]c(C(=O)NNc2cccc(Cl)n2)c1	-1.3%	·
O=C(COn1nnc2ccccc21)NCC1CCCCC1	6.3%	·
O=C1NC(=O)C(CCc2ccccn2)(Cc2cccc(Cl)c2Cl)C(=O)N1c1ccc(Br)cc1 (stereo unspecified)	0.9%	·
CCOC(=O)N1CCN(CCC(=O)Nc2ccc(Br)c(C)c2)CC1	-0.7%	3
CCOc1ccccc1CNCCN1CCOCC1	1.2%	-4
O=C(CCN1C(=O)c2cccc([N+](=O)[O-])c2C1=O)Nc1nccs1	-2.9%	4
O=C1c2cc(S(=O)(=O)NCCCO)ccc2-c2ccc(S(=O)(=O)NCCCO)cc21	2.1%	·
CCOC(=O)C1=C(C)NC(=S)NC1c1ccc(-c2ccc(Cl)cc2)o1 (stereo unspecified)	5.2%	·
CCOC(=O)c1c(CN(C)C)n(-c2ccccc2)c2cc(Br)c(OC)cc12	-0.4%	·
Cc1cc(C)cc(N(CC(=O)Nc2cccc(C)n2)S(=O)(=O)c2c(C)noc2C)c1	1.8%	-3
COCCN(C(C)=O)c1nnc(-c2cnccn2)s1	·	-4
CCCN(CCC)CCCNC(=O)c1cn(CCOC)c(=O)c2c1c1ccccc1n2C	-2.8%	50
COc1ccc(Cl)cc1Nc1nc(C)cc(C)c1C(N)=O	-0.6%	·
CCCCCNC(=O)CCCCn1c(=O)[nH]c2cc(OCC)c(OCC)cc2c1=O	8.5%	·
